TSHR antag – human thyrotropin receptor antagonism. P16473. TSHR-expressing cells, TSH-stimulated cAMP HTRF, 2 h; hits give low values. activity change, negative = inhibition, % at 11.5 µM. 0.2% of 330,000 active;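 active means activity change below a set negative limit, meaning inhibition stronger than a set level, cut at about -70% in these data; inconclusive means activity change between two set negative limits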; further: on the % scale 0 is the no-effect control and ±100 the full control effect
Target sequence (P16473 whole entry, looked up): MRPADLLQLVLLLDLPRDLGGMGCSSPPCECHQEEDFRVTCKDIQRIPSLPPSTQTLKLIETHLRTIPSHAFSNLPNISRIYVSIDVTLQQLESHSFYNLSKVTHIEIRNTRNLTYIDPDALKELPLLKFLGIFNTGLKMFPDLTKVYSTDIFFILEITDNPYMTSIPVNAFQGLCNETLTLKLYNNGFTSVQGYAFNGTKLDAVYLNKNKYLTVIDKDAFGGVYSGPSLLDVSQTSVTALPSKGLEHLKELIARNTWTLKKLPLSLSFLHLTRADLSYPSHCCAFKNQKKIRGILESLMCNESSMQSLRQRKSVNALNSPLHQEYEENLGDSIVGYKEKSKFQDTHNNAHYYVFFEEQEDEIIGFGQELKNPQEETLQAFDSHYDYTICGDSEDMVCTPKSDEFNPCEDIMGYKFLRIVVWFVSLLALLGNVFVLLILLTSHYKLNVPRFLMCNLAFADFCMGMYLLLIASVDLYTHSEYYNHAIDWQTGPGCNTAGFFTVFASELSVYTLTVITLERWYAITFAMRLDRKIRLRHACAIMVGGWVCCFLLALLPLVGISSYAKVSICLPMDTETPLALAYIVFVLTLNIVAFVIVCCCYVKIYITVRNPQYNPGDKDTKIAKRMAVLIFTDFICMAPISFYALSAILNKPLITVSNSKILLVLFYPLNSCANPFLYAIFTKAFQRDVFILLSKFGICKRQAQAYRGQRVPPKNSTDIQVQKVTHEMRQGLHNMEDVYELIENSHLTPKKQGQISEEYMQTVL
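Read-out is FRET at 665 nm (cryptate excitation 337 nm) from a cryptate-tagged anti-cAMP antibody, competed by cell cAMP against cAMP-d2. Compounds are tested on freshly harvested TSHR cells challenged with 4nM TSH (EC80) for 2 hours at 37 deg C.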
BCR signal inh – chronic active BCR signaling inhibition. ABC-DLBCL IkBa-CBG/CBR reporter, luminescence ratio, 4 h. Potency, µM (titrated, usually from 46.1 µM), without a hit: at the highest dose ratio change, negative = lower green/red ratio, usual class: inhibitors. 0.05% of 340,000 active. AID 493014; active means well fitted inhibition curve with a large enough effect in the signal ratio, with a control signal flat, not every such curve was filed as active; inconclusive means small, poorly fitted or top-dose-only effect, or effect the other way, or a change in a side signal; the % refers to the signal ratio;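 further: potency means the concentration at half of the fitted maximal effect; plate controls were basal doxycycline-induced cells for no effect and cells given 10 µM MG132 for full effect; MG132 reads +100%, hits lower the ratio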
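Doxycycline induced both beetle luciferases in TMD8 lymphoma cells; IKK-driven degradation limits the IkappaBalpha-fused green signal, while red luminescence normalises for cell number and nonspecific effects. Compounds tested up to 46 uM, 4 hrs.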
Mito fusion act – blocks mitochondrial division or promotes mitochondrial fusion; S. cerevisiae fusion-defective mutant growth rescue, CellTiterGlo 48 h; Potency, µM (series often up to 46.1 µM), inactives show at the highest dose growth rescue (activation), hits mostly activators; 0.23% of 320,000 active; AID 485298;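 further: potency means the concentration at half of the fitted maximal effect; % of control where 0% means no effect; nearly all actives have a fitted effect of over 45% in size; temperature-sensitive fusion mutants such as fzo1-1 at 37 °C on non-fermentable ethanol glycerol medium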
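Compounds are tested for their ability to restore growth of mitochondrial fusion-defective yeast strains at non-permissive 37C in YPEG medium over 48 hours. Viability is quantified by luciferase luminescence.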
TCR activator – activates T cell receptor signaling; primary human leukocytes, anti-CD3, IL-2 HTRF, 48 h; Potency, µM (titrated, usually from 9.22 µM), inactives show at the highest dose activation of IL-2 secretion, usual class: activators; 330,000 tested, under 10 active; AID 504894; further: % of control where 0% means no effect
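Readout: HTRF IL-2, Eu-cryptate/d2 antibody pair, 320nm excitation, 665nm emission. Stimulus: a-CD3 beads, no co-stimulation. Cells: primary human leukocytes. Exposure: 48 hr with compound.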
USP2a block – inhibitors of human ubiquitin-specific protease USP2a; O75604; USP2 core, Ub-CHOP2 coupled fluorogenic reporter, 485/531; Potency, µM (titrated, usually from 38.3 µM), for the others: top-dose activity change, negative = inhibition, hits mostly inhibitors; 0.01% of 330,000 active;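 further: potency means the concentration at half of the fitted maximal effect; plate controls were DMSO wells for no effect and full inhibition by NEM control for full effect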
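Deubiquitinase activity read as fluorescence (485/531 nm) after Ub-CHOP2 cleavage activates the enterokinase reporter on its substrate; USP2 core 10nM, Ub-CHOP2 and substrate 25nM each, 30min compound preincubation then 60min RT; data normalized to NEM, curves fitted.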
uPA surface inh – cell surface uPA generation inhibition; 0.31% of 330,000 active; Potency, µM (series often up to 38.3 µM), inactives show at the top dose activity change, negative = inhibition, hits mostly inhibitors; cell surface uPA generation assay, qHTS; active means well fitted inhibition curve with a large enough effect; inconclusive means small, poorly fitted or top-dose-only effect; inactive means no such curve, though single readings can be large or run the other way; tested in mouse RAW 264.7 cells; further: potency means the concentration at half of the fitted maximal effect; on the % scale 0 is the no-effect control and ±100 the full control effect; nearly all actives have a fitted effect of over 55% in size
TSG101-PTAP inh – blocks PTAP/TSG101 interaction to inhibit HIV-1 budding; Q99816; Fluorescence polarization, FITC-PTAP peptide / Tsg101 binding; Potency, µM (doses to about 115 µM), without a hit: at the top dose activity change, negative = inhibition, hits mostly inhibitors; 340,000 tested, under 10 active; AID 493005; active means well fitted inhibition curve with a large enough effect in the main read-out, with a control signal flat, not every such curve was filed as active; inconclusive means small, poorly fitted or top-dose-only effect, or effect the other way, or a change in a side signal; inactive means no such curve, though single readings can be large or run the other way; further: potency means the concentration at half of the fitted maximal effect; % of control where 0% means no effect
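Fluorescence anisotropy tracks displacement of a FITC-tagged PTAP peptide (50 nM) from the Tsg101 binding domain (10 uM), following a 20 min room-temperature incubation at pH 7.5.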
ELG1 repair inh – ELG1-dependent DNA repair inhibition; HEK293T ELG1-luciferase reporter, luminescence, 16 h; DNA damage induced by 5-fluorouridine; Potency, µM (series often up to 46.1 µM), for inactives: at the highest dose activity change, negative = inhibition, hits mostly inhibitors; 2.3% of 330,000 active; AID 504467; further: potency means the concentration at half of the fitted maximal effect; on the % scale 0 is the no-effect control and ±100 the full control effect; nearly all actives have a fitted effect of over 55% in size
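DMSO vehicle served as the neutral condition. Each well held 2,000 cells given 5-fluorouridine plus compound; after 16 hr at 37 °C/5% CO2, ONE-Glo was added and luciferase measured 30 min later.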
Tb PFK inh – inhibitors of T. brucei phosphofructokinase; T. brucei PFK, ADP-Glo luminescence; O15648; 0.17% of 330,000 active; Potency, µM (doses to about 57.5 µM), for inactives: top-dose activity, negative = inhibition, actives largely listed as inhibitors;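 further: potency means the concentration at half of the fitted maximal effect; 0% = uninhibited 1x PFK enzyme wells and -100% = no-enzyme wells; nearly all actives have a fitted effect of over 60% in size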
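In TEA buffer at pH 8.0 with 5 mM MgCl2, enzyme (1.25 nM) converted F6P (0.5 mM) and ATP (0.1 mM) for 45 min at room temperature. ADP product was read by luciferase luminescence.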
B2AR arrestin – recruits beta-arrestin to the human beta2-adrenergic receptor | 0.02% of 330,000 active | Potency, µM (highest dose often 46.1 µM), without a hit: at the highest dose activation, most hits filed as activators | beta-arrestin recruitment to beta2AR, cell-based reporter | P07550 | AID 492947;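 further: potency means the concentration at half of the fitted maximal effect; 0% = DMSO controls and full agonism = EC100 isoproterenol or metaproterenol; nearly all actives have a fitted effect of over 65% in size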
Eya2 inh – inhibitors of human Eya2 phosphatase activity | O00167 | recombinant Eya2, OMFP fluorescence dephosphorylation (OMFP is methylfluorescein phosphate) | Potency, µM (doses to about 76.9 µM), for inactives: at the highest dose activity, negative = inhibition, most hits filed as inhibitors | 0.006% of 330,000 active | AID 488837; further: potency means the concentration at half of the fitted maximal effect; on the % scale 0 is the no-effect control and ±100 the full control effect
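Eya2 (0.2 uM) preincubated 10 min at ambient with compound, then OMFP substrate added at 50 uM; 10 min reaction in 50 mM HEPES pH 7.5, 50 mM NaCl, 5 uM MgCl2, 0.05% BSA, 1 mM DTT. Fluorescence read at Ex 485/Em 525 nm.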
The depositor's hits bear a star; ? = inconclusive; / = no result given; [ ] = dose if it differs, or a comment. Unless noted, the call rests on the fitted dose curve; in most records, active means well fitted curve in the direction sought with a large enough effect; inconclusive means small, poorly fitted or top-dose-only effect, or another doubt; inactive means no such curve, though single readings can be large; an effect the other way counts as inactive or inconclusive.

Start of the data: the first three compounds (preview)
Structure	TSHR antag	BCR signal inh	Mito fusion act	TCR activator	USP2a block	uPA surface inh	TSG101-PTAP inh	ELG1 repair inh	Tb PFK inh	B2AR arrestin	Eya2 inh
O=C(c1ccccc1)N1CCN2C(=O)c3ccccc3C12c1ccc(Cl)cc1 (configuration not stated)	10	?	19%	4%	-2%	-10%	-5%	?	1%	0.6%	8%
COc1ccc(C(=O)N2CCC2)cc1S(=O)(=O)NCc1ccc(Cl)cc1	-4	3%	/	-7%	-2%	-3%	-3%	12%	2%	-0.3%	-8%
CC(=O)c1ccccc1NC(=O)CSCc1nc2sc(C)c(C)c2c(=O)[nH]1	13	-3%	-3%	8%	0%	21%	2%	11%	-5%	-0.5%	-30%

The whole of this part, from the start:
Structure	TSHR antag	BCR signal inh	Mito fusion act	TCR activator	USP2a block	uPA surface inh	TSG101-PTAP inh	ELG1 repair inh	Tb PFK inh	B2AR arrestin	Eya2 inh
O=C(c1ccccc1)N1CCN2C(=O)c3ccccc3C12c1ccc(Cl)cc1 (configuration not stated)	10	?	19%	4%	-2%	-10%	-5%	?	1%	0.6%	8%
COc1ccc(C(=O)N2CCC2)cc1S(=O)(=O)NCc1ccc(Cl)cc1	-4	3%	/	-7%	-2%	-3%	-3%	12%	2%	-0.3%	-8%
CC(=O)c1ccccc1NC(=O)CSCc1nc2sc(C)c(C)c2c(=O)[nH]1	13	-3%	-3%	8%	0%	21%	2%	11%	-5%	-0.5%	-30%
CSc1nnc(-c2cccc(NC(=S)NN)c2)o1	-5	17%	0%	-1%	1%	3%	-9%	?	2%	0.2%	-7%
O=C(CSc1n[nH]c(=O)[nH]c1=O)Nc1ccc(Br)cc1Br	0	4%	-5%	7%	2%	9%	-3%	9%	4%	0.0%	-2%
COc1ccc(N2C(=O)CCC2=O)cc1	1	-2%	-1%	-8%	-1%	1%	-5%	9%	-5%	-0.1%	3%
O=C(c1ccccc1)N1CCC(O)(c2ccc3c(c2)OCO3)CC1	5	-7%	-1%	-3%[46.1 µM]	-1%	1%	2%	18%	3%	0.3%	6%
O=C(Nc1nc(-c2nc3ccccc3s2)cs1)c1ccco1	22	8%	-2%	0%[46.1 µM]	0%	-6%	0%	?	1%	-0.7%	-10%
CC(=O)c1ccc(OCC(C)C)c(CC(C(N)=O)C(N)=O)c1	15	-4%	0%	/	2%	4%	-5%	12%	-3%	0.3%	-10%
Cn1c(SCc2ccc(F)cc2)nnc1-c1ccccn1	-6	-4%	-1%	0%	0%	-4%	-4%	?	0%	-0.8%	-4%
CCOC(=O)N1CCC(Nc2c(Nc3ccc(C)c(C)c3)c(=O)c2=O)CC1	-14	-12%	0%	-5%	-2%	/	1%	2%	-2%	-0.2%	-3%
CCOc1cc(C(=S)N2CCOCC2)ccc1OC	8	-1%	-1%	-39%	-1%	0%	-3%	0%	0%	0.0%	-10%
Cc1cccc(NC(=O)CN2CCCN(S(=O)(=O)c3ccc(Br)s3)CC2)c1	7	?	8%	-10%	3%	4%	-1%	13%	2%	0.4%	0%
CC(C)[C@H](NC(=O)c1cc2cc(Cl)ccc2n1C)C(=O)N[C@@H](C(=O)O)c1ccccc1	0	2%	-10%	-5%	2%	2%	-4%	0%	-1%	-0.9%	5%
COc1ccc(-n2c(=O)c3ccccc3c3ccccc3c2=O)c(OC)c1	17	?	-2%	2%[46.1 µM]	1%	-3%	-2%	?	-2%	-0.2%	2%
Cc1ccccc1-n1c(Cn2c(=O)sc3ccccc32)nnc1SC(C)C	-5	-2%	1%	-3%[46.1 µM]	4%	2%	-2%	-11%	-1%	-0.5%	-9%
CCC(=O)N/N=C(\C)CC(=O)Nc1ccc(F)cc1	14	-21%	-7%	0%	2%	-7%	0%	24%	1%	-0.3%	6%
CC1CCCCN1S(=O)(=O)c1ccc(NC(=O)CSc2nnnn2C)cc1 (configuration not stated)	-10	1%	-1%	-4%	0%	2%	0%	4%	-1%	-0.3%	0%
CCS(=O)(=O)NCc1ccc2[nH]c3c(c2c1)CCCC3	-5	5%	0%	/	2%	/	/	-15%	3%	0.1%	-11%
CC(=O)n1cc(N(C(=O)CCl)c2ccc(Cl)cc2)c2ccccc21	-16	?	-18%	-5%	1%	?	-3%	?	-3%	-0.9%	0%
O=C(Nc1nc2cc3c(cc2s1)OCCO3)C1=COCCO1	-8	?	1%	-12%	1%	?	-5%	?	-1%	-0.1%	2%
CCCOC(=O)CC1C(=O)NCCN1Cc1ccc(F)cc1 (configuration not stated)	2	?	5%	-4%	2%	-4%	-1%	4%	-1%	-0.4%	18%
COC(=O)c1ccc(CNC(=O)Cn2cnnn2)cc1	4	?	-3%	-14%	2%	-9%	-7%	-3%	-1%	0.0%	-32%
CN1CCN(c2ccccc2NC(=O)COc2ccc(Br)cc2)CC1	0	?	-2%	3%	1%	3%	-2%	-30%	0%	-0.3%	5%
OCC1CCCN(C(=S)Nc2ccc(Oc3ccccc3)cc2)C1 (configuration not stated)	-1	8%	-1%	-6%	4%	1%	-6%	?	-1%	-0.2%	8%
O=c1cc(CN2CCOCC2)nc(C2CC2)[nH]1	11	-2%	-2%	0%	-1%	4%	-2%	3%	0%	-0.2%	16%
COc1ccc(NS(=O)(=O)c2cc(NC(=O)c3cc(F)c(F)c(F)c3F)ccc2N2CCCC2)cc1	-2	-7%	5%	2%	2%	?	2%	?	-7%	0.5%	-3%
Cc1ccc(-c2nc(C)sc2CC(=O)NCc2ccco2)cc1	7	4%	-5%	2%	1%	-8%	0%	-1%	-3%	-0.1%	-2%
CCOC(=O)c1c(NC(=O)CSc2nccc(=O)[nH]2)sc(C)c1C	-6	5%	3%	-33%	1%	3%	-2%	20%	0%	-0.6%	14%
Cc1ccsc1/C=N/N=C/c1sccc1C	-14	-17%	-6%	/	-2%	-10%	0%	?	-16%	-4.6%	9%
COc1ccc(N2CC(NC(=O)c3ccc4ccccc4c3)CC2=O)cc1OC (configuration not stated)	5	-16%	2%	0%	-1%	2%	-6%	8%	-5%	0.0%	-10%
COC(=O)CNC(=O)CN1C(=O)NC2(CCCc3ccccc32)C1=O (configuration not stated)	7	12%	-6%	3%	2%	11%	-4%	-1%	0%	-0.9%	2%
O=C(OCCc1cc2ccccc2c(=O)o1)c1ccc(F)cc1	39	-1%	?	-6%	-1%	-11%	-3%	10%	-1%	-0.9%	15%
COC(=O)c1cccc(S(=O)(=O)N(Cc2ccco2)Cc2cc3ccc(OC)cc3[nH]c2=O)c1	-9	2%	2%	/	1%	?	-5%	?	0%	-0.7%	8%
CCCCn1c(N)c(N(CCOC)C(=O)c2ccc(Cl)c(S(=O)(=O)N3CCCC3)c2)c(=O)[nH]c1=O	0	-5%	1%	2%	2%	0%	-1%	21%	3%	-0.4%	5%
CCn1c(=O)c(C(=O)NCc2ccccc2OC)c(O)c2ccccc21	17	3%	4%	-2%	2%	7%	0%	0%	2%	12%	-11%
Cc1nnc(NCc2n[nH]c(=O)c3ccccc23)c2ccccc12	-8	0%	5%	-5%	0%	/	-2%	0%	-4%	-0.3%	10%
O=C1Cc2cc(NS(=O)(=O)c3ccc(F)cc3)cc3c2N1CCC3	-8	14%	-4%	6%	1%	3%	-2%	?	0%	0.2%	4%
CCc1noc(C)c1C(=O)N1CCCC(CCC(=O)NCc2ccc(F)c(F)c2)C1 (configuration not stated)	1	-2%	0%	10%	3%	1%	-6%	10%	-10%	-0.6%	-1%
COC(=O)Cc1c(C)c2ccc(OC3CCCCC3=O)cc2oc1=O (configuration not stated)	-9	-4%	1%	11%	-1%	-1%	2%	?	1%	0.2%	-26%

An unsorted share of the library; overall some 3% were active at least once.
